Screening results (PubChem)
RGS8-Gao reg = modulates binding of RGS8 to human Galphao; P09471; multiplexed bead flow cytometry; actives lie on both sides; response (percent of control binding), % at 10 µM; 0.34% of 220,000 active; in the data active = response below about 60% or above about 140%; inactive = in between;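 note: Galphao activated as the GDP aluminium fluoride complex binding bead-coupled RGS8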
Target sequence (P09471 whole entry, looked up): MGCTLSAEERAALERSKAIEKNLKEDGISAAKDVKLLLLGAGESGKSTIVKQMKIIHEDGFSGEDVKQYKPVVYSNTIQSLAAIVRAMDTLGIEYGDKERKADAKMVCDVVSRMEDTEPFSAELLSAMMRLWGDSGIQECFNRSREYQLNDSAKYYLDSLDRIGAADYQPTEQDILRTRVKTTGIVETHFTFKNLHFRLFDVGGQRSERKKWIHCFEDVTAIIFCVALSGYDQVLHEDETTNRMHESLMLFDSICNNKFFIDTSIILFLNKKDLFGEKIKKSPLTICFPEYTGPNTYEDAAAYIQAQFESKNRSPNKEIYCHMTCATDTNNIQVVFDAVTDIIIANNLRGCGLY
ABCB1 inh = inhibitors of human ABCB1 transporter, ABCG2 counter-screen; P08183; inhibition, % at 6.6 µM; CCRF-Adr cells, JC-1 efflux, flow cytometry; AID 1326; 0.067% of 190,000 active; in the data active = inhibition above about 40%;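 note: 0% = vehicle and 100% = reference inhibitor; higher value means more JC-1 retained so stronger ABCB1 efflux block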
RGS4-Gao reg = human RGS4-Galphao interaction regulation. binding response (% of control), % at 10 µM. Multiplexed bead flow cytometry, RGS4-Galphao binding; actives lie on both sides. 0.33% of 220,000 active. AID 1415; in the data active = binding response below about 49% or above about 150%; inactive = in between;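 note: fluorescent Galphao activated with aluminum fluoride binding bead-coupled RGS4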
ABCG2 block = inhibitors of human ABCG2 transporter, ABCB1 counter-screen; inhibition, % at 6.6 µM; IgMXP3 cells, JC-1 efflux, flow cytometry; 0.1% of 190,000 active;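 active = inhibition above 80%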;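 note: 0% = DMSO and 100% = nicardipine control wells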
Target sequence (Q9UNQ0 whole entry, looked up): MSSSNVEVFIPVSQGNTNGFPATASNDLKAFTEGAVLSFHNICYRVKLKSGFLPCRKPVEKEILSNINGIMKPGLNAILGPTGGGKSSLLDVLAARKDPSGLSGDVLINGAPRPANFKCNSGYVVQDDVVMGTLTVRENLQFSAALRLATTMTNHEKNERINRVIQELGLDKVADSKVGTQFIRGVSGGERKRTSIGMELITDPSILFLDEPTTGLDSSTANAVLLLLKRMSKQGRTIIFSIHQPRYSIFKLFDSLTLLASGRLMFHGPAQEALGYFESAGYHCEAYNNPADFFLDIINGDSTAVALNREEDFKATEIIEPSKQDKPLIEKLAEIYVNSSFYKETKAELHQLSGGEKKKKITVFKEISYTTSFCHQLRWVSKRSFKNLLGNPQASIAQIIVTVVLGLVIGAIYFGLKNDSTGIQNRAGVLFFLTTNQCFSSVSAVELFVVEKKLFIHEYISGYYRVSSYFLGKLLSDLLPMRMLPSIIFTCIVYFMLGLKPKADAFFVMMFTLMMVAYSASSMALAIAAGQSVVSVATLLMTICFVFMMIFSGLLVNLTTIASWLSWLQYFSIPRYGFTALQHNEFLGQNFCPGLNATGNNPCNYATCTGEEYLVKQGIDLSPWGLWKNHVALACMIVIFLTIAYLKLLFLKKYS
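Read-out basis: Efflux inhibition in percent versus controls | Test system: ABCG2 IgMXP3 and barcoded ABCB1 CCRF-Adr cell mix | Quantity: 3 million cells/mL in well | Schedule: 10 min at 25 °C | Control set: Nicardipine as high control, DMSO as low control | Reagent: JC-1 as fluorescent efflux pump substrate | Signal: Flow cytometry of retained JC-1 fluorescence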
Avidin bead fluor = avidin bead compound fluorescence profile; 0.38% of 220,000 active; AID 1775; Avidin beads, compound fluorescence 488/530 nm, flow cytometry; active compounds read high; fluorescence (KMESF) at 10 µM; in the data active = fluorescence above about 47; note: inactives centre near 10
Mcl1-Bid inh = disrupts binding of human Mcl-1 to Bid peptide | Q07820 | TR-FRET Mcl-1/Bid-Dy647 peptide binding, 1536-well | inhibition, % at 21.7 µM | 0.97% of 220,000 active;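 active = compounds that cut the binding signal by more than half at the single screening dose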;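 note: His-tagged Mcl-1 with europium anti-His antibody binding Bid BH3 peptide; 0% = Mcl-1 plus peptide wells and 100% = peptide-only wells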
GSH bead fluor = compound fluoresces at 488/530 nm on GSH beads. AID 1776. GSH beads flow cytometry, compound fluorescence 488/530 nm; active compounds read high. fluorescence (KMESF) at 10 µM. 0.25% of 190,000 active; in the data active = fluorescence above about 89;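 note: glutathione beads carrying GST-tagged Bcl family fusion proteins plus one bare bead set; values are compound well signal with DMSO vehicle wells as background; inactives centre near 16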
Mcl-1 Bim block = disrupts Bim peptide binding to human Mcl-1; Bead-based flow cytometry, Bim peptide-Mcl-1 binding; inhibition, % at 10 µM; 0.1% of 190,000 active; Q07820; in the data active = inhibition above about 40%;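 note: 0% = no compound tracer wells and 100% = peptide blocker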
RGS7-Gao = modulates binding of RGS7 to human Galphao | AID 1439 | binding response (% of control), % at 10 µM | 0.35% of 220,000 active | Multiplexed bead flow cytometry; actives lie on both sides | P09471; in the data active = binding response below about 49% or above about 150%; inconclusive = no clear call, values can overlap the other calls; inactive = in between;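 note: fluorescent Galphao held in activated GDP-AlF4 state binding bead-coupled RGS7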
Mcl1-Noxa inh = disrupts binding of human Mcl-1 to Noxa peptide; TR-FRET Mcl-1/Noxa peptide binding, 2 h; inhibition, % at 21.7 µM; 1.5% of 220,000 active; AID 1022;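 active = compounds that cut the protein-peptide binding signal by more than 50% relative to plate controls in a single-dose test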;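 note: His-tagged Mcl-1 with rhodamine Noxa BH3 peptide and terbium anti-His antibody; 0% = Mcl-1 plus Noxa peptide wells and 100% = peptide-only wells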
Pf gamet viab = inhibitors of late stage P. falciparum gametocyte viability; 0.065% of 150,000 active; P. falciparum stage V gametocytes, ATP luminescence, 24 h; inhibition, % at 10.9 µM;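 active = inhibition above the mean plus 3 SD of compounds within the control limits, set per campaign, cut at about 38% in these data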;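 note: 0% = DMSO wells and 100% = medium only without gametocytes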
* marks the source's active call; other numbers are inactive results; ? = inconclusive; . = no result given; [ ] = dose if it differs, or a comment.

SMILES	RGS8-Gao reg	ABCB1 inh	RGS4-Gao reg	ABCG2 block	Avidin bead fluor	Mcl1-Bid inh	GSH bead fluor	Mcl-1 Bim block	RGS7-Gao	Mcl1-Noxa inh	Pf gamet viab
CC1Cc2ccccc2N1Cc1nc2cc(Cl)ccc2c(=O)[nH]1 (centres undefined)	108	0.3	108	1	13	-110	13	1	100	20	-17
CC1(C2CC2)NC(=O)N(CC(=O)Nc2ccccc2-c2ccccc2)C1=O (centres undefined)	100	0.5	99	0	11	-5	13	0	100	-3	-20
Nc1nn(S(=O)(=O)c2cccc3nsnc23)cc1-c1ccc(Br)cc1	99	0.3	97	3	5	4	22	0	97	-9	4
Cc1cc(=O)oc(C)c1C(=O)OCC(=O)c1ccc2ccccc2c1	99	0.4	99	55	12	-44	35	-1	95	-12	.
O=C(Nc1ccc(C2=NCCN2)cc1)c1ccc(C(=O)Nc2ccc(C3=NCCN3)cc2)c(Cl)c1	143*[activator]	.	199*[activator]	.	9	-8	.	.	?	15	.
CCOc1cc(/C=N/NC(=O)Cc2ccc(C(F)(F)F)cc2[N+](=O)[O-])c(Br)cc1OC	103	0.2	102	2	8	-16	7	0	101	15	-22
Cc1cc(C(F)F)n2ncc(C(=O)N3CCC(C(N)=O)CC3)c2n1	97	0.3	96	1	41	-3	9	-2	123	6	.
O=C(CN(C(=O)c1ccc(Cl)cc1)N1C(=O)C2C3C=CC(C3)C2C1=O)c1cccs1 (centres undefined)	104	0.1	99	-1	9	-22	18	1	?	10	-10
CCOc1ccccc1N1CCN(Cc2cccc(OC)c2O)CC1	101	1.2	101	1	16	11	33	-9	104	34	.
CC1CCOC(c2coc3ccccc3c2=O)O1 (centres undefined)	104	0.2	104	8	21	-11	11	14	107	18	-3
COC(=O)Cn1cnc2sc(C)c(S(=O)(=O)N3CCC(C)CC3)c2c1=O	102	0.1	101	1	8	-29	17	-2	102	-12	.
CC(=O)c1ccc(-n2nncc2C)cc1	101	0.8	100	2	7	-5	17	4	99	12	.
O=C(Cc1cccs1)N/N=C/C(Cl)=C/c1ccccc1	101	1.0	100	9	8	-25	12	2	96	-10	.
CCOC(=O)c1ccc(NCn2c(=O)oc3ccccc32)cc1	88	10	97	16	10	-74	22	-10	92	-22	-2
CCc1ccc(OCCOCC(O)CNC(C)CC)cc1 (centres undefined)	103	0.5	102	1	3	-17	6	-3	100	-5	9
C/C(CC(=O)Nc1ccc(Cl)cc1)=N\NC(=O)C(=O)N1CCCCC1	102	-0.1	92	-1	16	-37	13	-1	94	12	18
CCCn1c(Nc2ccccc2C)nc2ccccc21	103	0.2	103	3	5	-23	17	-2	101	13	.
CCc1ccc(NC(=O)C2CC(=O)Nc3ncnn32)cc1 (centres undefined)	97	0.0	100	0	0	-5	6	-4	100	21	-13
CCOC(=O)c1cc(-c2ccc(Cl)s2)nc2c1c(C)nn2C	99	0.2	102	1	19	-38	22	0	98	-8	.
Cc1sc2nc(SCC(=O)C(C)(C)C)n(Cc3ccco3)c(=O)c2c1C	101	0.7	98	3	38	-9	13	-3	97	-16	-3
CCOC(=O)c1ccccc1NC(=O)C1CC(=O)N(c2ccccc2)C1 (centres undefined)	100	1.6	98	9	8	3	22	5	98	4	-6
CCc1ccc2c(c1)C1(SC(NC(C)=O)=NN1C(C)=O)C(=O)N2CC (centres undefined)	103	1.3	105	2	14	1	13	-4	104	-9	29
Cc1ccc(C(=O)NC2CCS(=O)(=O)C2)cc1S(=O)(=O)N1CCCCC1 (centres undefined)	102	-0.1	103	0	15	-33	27	-5	103	2	.
CCc1ccc(-n2cc(-c3ccc([N+](=O)[O-])cc3)[nH]c2=S)cc1	95	0.0	96	1	11	13	16	-6	97	41	-15
CC(C)C(c1nnnn1Cc1ccc(F)cc1)N1CCSCC1 (centres undefined)	102	1.0	100	39	30	-11	24	-6	100	-24	.
O=C(Nc1ccc(Cl)cc1)N1CCc2[nH]c3ccccc3c2C1	100	0.1	94	2	30	84*	13	0	93	104*	-7
CC1CCN(S(=O)(=O)c2cccc(C(=O)N(C)C3CCS(=O)(=O)C3)c2)CC1 (centres undefined)	99	0.4	103	2	14	5	13	0	101	5	-4
Cc1oc(C(C)(C)C)cc1C(=O)NCC(=O)NCC(=O)O	100	0.5	101	2	15	-26	21	0	102	8	-9
Fc1cccc(Cl)c1Cc1noc(/C=C/c2ccccc2)n1	102	0.0	104	0	35	5	12	-1	102	-7	.
CCn1nnnc1-c1ccc(OC)c(S(=O)(=O)Nc2ccc(C)c(C)c2)c1	100	0.6	104	1	19	-25	5	0	100	8	.
CC(=O)Nc1ccc(NC(=O)C(C)O/N=C/c2cccc([N+](=O)[O-])c2)cc1 (centres undefined)	100	-0.1	105	0	4	-32	16	0	105	-13	-28
Cc1cc(C(=O)OCC(=O)NCc2ccccc2Cl)c(C)o1	110	0.6	105	3	24	-23	23	-1	111	-5	22
C=CCN=c1scc(C)n1/N=C/c1ccc(O)c(O)c1	99	-0.1	101	0	26	-35	60	0	98	31	-37
COC(CN1CCc2c(C)nc3c(C#N)cnn3c21)OC	100	0.8	99	7	9	-11	12	1	?	13	17
CCn1nccc1C(=O)Nc1ccc(Cl)c(Cl)c1	98	0.3	101	2	8	9	15	0	105	17	.
NC(=O)COC(=O)CNC(=O)c1sc2ccccc2c1Cl	102	0.0	102	5	12	-11	11	2	?	4	4
O=C(c1ccco1)N1CCn2c1nc1ccccc12	96	0.8	104	34	25	-6	24	-10	102	-25	-16
C=C(C)CN=c1scc(C)n1/N=C/c1ccco1	93	0.8	94	6	7	-30	34	-3	91	.	.
COc1ccccc1NC(=O)Cn1cnc2sc(C)c(S(=O)(=O)N3CCCCC3)c2c1=O	101	0.4	103	3	5	2	24	0	102	20	15
CCOC(=O)c1c(-c2ccc(C)cc2)csc1NC1=NS(=O)(=O)c2ccccc21	102	-0.3	97	-1	2	-8	5	1	100	-13	13
CCOc1cccc(OCCOCCN(C)C)c1	101	1.2	102	4	13	38	21	0	99	23	9
COc1cc(NC(=O)COC(=O)CSc2ccc3ccccc3c2)c(C)cc1[N+](=O)[O-]	101	0.4	100	5	10	6	13	2	104	38	.
O=C(Cc1csc(-c2ccccc2)n1)Nc1ccc(C(F)(F)F)cc1	100	-0.2	92	17	14	-17	4	-5	90	-1	-36
O=C(O)/C=C/C(=O)Nc1ccccc1C(=O)OCC(=O)c1ccc2c(c1)OCCO2	104	0.0	100	0	22	-12	12	-2	102	20	4
O=C(O)CCC(=O)NCCn1c(-c2ccccc2)csc1=Nc1ccccc1	100	-6.1	98	-5	8	-33	11	0	97	22	.
Cc1cc(C)cc(-n2nnn(C3C/C(=N/NC(N)=S)C4OCC3O4)c2=S)c1 (centres undefined)	99	0.6	99	3	11	-30	11	-1	98	23	13
CCN(c1ccccc1)S(=O)(=O)c1ccc(C(=O)Nc2nnc(C3CC3)o2)cc1	94	-0.2	99	0	14	-43	75	-2	98	-58	.
CC1=C(C)/C(=N\OS(=O)(=O)c2ccccc2)C=CC1=O	96	-0.3	98	-1	5	2	41	0	99	24	.
CCOc1ccc(Br)cc1CNc1ccc2c(c1)OCCO2	102	0.8	101	20	9	-20	20	1	?	19	-28
Cc1cc(NCCCO)n2nc(-c3cccs3)cc2n1	103	0.1	103	1	12	-43	17	0	106	-2	.
CCC(C)(C)NC(=O)CN(C(=O)CCC(=O)Nc1cc(C)ccn1)c1ccc2c(c1)OCCO2	101	0.1	101	0	11	0	24	4	101	11	6
Cn1nnnc1SCC(=O)N(C1CCCCC1)C1CCCCC1	95	1.3	93	7	14	-29	10	-2	91	-14	-2

A stretch of the results above, as a working copy:
SMILES	RGS8-Gao reg	ABCB1 inh	RGS4-Gao reg	ABCG2 block	Avidin bead fluor	Mcl1-Bid inh	GSH bead fluor	Mcl-1 Bim block	RGS7-Gao	Mcl1-Noxa inh	Pf gamet viab
COc1ccccc1NC(=O)Cn1cnc2sc(C)c(S(=O)(=O)N3CCCCC3)c2c1=O	101	0.4	103	3	5	2	24	0	102	20	15
CCOC(=O)c1c(-c2ccc(C)cc2)csc1NC1=NS(=O)(=O)c2ccccc21	102	-0.3	97	-1	2	-8	5	1	100	-13	13
CCOc1cccc(OCCOCCN(C)C)c1	101	1.2	102	4	13	38	21	0	99	23	9
COc1cc(NC(=O)COC(=O)CSc2ccc3ccccc3c2)c(C)cc1[N+](=O)[O-]	101	0.4	100	5	10	6	13	2	104	38	.
O=C(Cc1csc(-c2ccccc2)n1)Nc1ccc(C(F)(F)F)cc1	100	-0.2	92	17	14	-17	4	-5	90	-1	-36
O=C(O)/C=C/C(=O)Nc1ccccc1C(=O)OCC(=O)c1ccc2c(c1)OCCO2	104	0.0	100	0	22	-12	12	-2	102	20	4
O=C(O)CCC(=O)NCCn1c(-c2ccccc2)csc1=Nc1ccccc1	100	-6.1	98	-5	8	-33	11	0	97	22	.
Cc1cc(C)cc(-n2nnn(C3C/C(=N/NC(N)=S)C4OCC3O4)c2=S)c1 (centres undefined)	99	0.6	99	3	11	-30	11	-1	98	23	13
CCN(c1ccccc1)S(=O)(=O)c1ccc(C(=O)Nc2nnc(C3CC3)o2)cc1	94	-0.2	99	0	14	-43	75	-2	98	-58	.
CC1=C(C)/C(=N\OS(=O)(=O)c2ccccc2)C=CC1=O	96	-0.3	98	-1	5	2	41	0	99	24	.
CCOc1ccc(Br)cc1CNc1ccc2c(c1)OCCO2	102	0.8	101	20	9	-20	20	1	?	19	-28
Cc1cc(NCCCO)n2nc(-c3cccs3)cc2n1	103	0.1	103	1	12	-43	17	0	106	-2	.
CCC(C)(C)NC(=O)CN(C(=O)CCC(=O)Nc1cc(C)ccn1)c1ccc2c(c1)OCCO2	101	0.1	101	0	11	0	24	4	101	11	6
Cn1nnnc1SCC(=O)N(C1CCCCC1)C1CCCCC1	95	1.3	93	7	14	-29	10	-2	91	-14	-2
